NCOA2 inhibitor: inhibition of GAL4-SRC2 driven luciferase reporter, primary screen, SRC2 inhibitor project, cell-based, luminescence; Nuclear receptor coactivator 2 (Homo sapiens), Q15596; HEK293 GAL4-SRC2 luciferase reporter; inhibition, % at 9 µM; 370,000 tested, 0.17% active;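 active = inhibition above the mean inhibition of all tested compounds plus 3 SD, set per campaign, cut at about 52% in these data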;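 note: 0% = DMSO treated cells and 100% = cells given Gossypol at 36 µM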
KKLEB tox: cytotoxicity in KKLEB CF airway cells, primary screen, cytotoxicity control for CF NF-kB inhibitor project, cell-based, uHTS, fluorescence assay plates; 360,000 tested, 0.36% active; AID 602141, 2011; KKLEB CF airway cells viability, ATPlite luminescence, overnight; active compounds read low; cells stimulated with P. aeruginosa culture filtrate; activity change (cytotoxicity), % at 5 µM;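 active = corrected activity change at or below -50% at 5 µM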
LRH-1 inv ag: LRH-1 (NR5A2) inverse agonists, primary screen, cell-based, luminescence, HEK293T, StAR-luciferase reporter. LRH-1 transfected, 24 h. 360,000 tested, 0.13% active. Nuclear receptor subfamily 5 group A member 2 (Homo sapiens), O00482. inhibition, % at 3.6 µM. AID 602396, 2012;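 active = inhibition above the mean inhibition of all tested compounds plus 3 SD, cut at about 73% in these data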;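 note: 0% = DMSO wells and 100% = reporter-only cells lacking LRH-1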
Target sequence (O00482 whole entry, looked up): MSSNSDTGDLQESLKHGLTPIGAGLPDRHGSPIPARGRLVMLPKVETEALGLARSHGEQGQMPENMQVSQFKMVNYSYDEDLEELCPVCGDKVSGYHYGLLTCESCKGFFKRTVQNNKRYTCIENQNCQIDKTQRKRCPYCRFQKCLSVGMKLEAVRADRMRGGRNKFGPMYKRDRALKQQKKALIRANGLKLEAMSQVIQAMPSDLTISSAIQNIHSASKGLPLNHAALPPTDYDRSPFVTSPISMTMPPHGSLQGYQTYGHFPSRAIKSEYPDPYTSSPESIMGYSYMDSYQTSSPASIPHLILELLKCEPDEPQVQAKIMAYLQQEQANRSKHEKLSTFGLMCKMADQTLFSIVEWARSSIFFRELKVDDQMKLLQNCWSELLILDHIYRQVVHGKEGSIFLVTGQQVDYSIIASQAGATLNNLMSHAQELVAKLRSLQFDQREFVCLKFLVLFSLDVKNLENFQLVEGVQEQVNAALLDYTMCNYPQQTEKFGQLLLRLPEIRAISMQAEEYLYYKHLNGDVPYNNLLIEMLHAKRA
LMP1 NFkB inh: EBV LMP1-driven NF-kappaB luciferase reporter inhibitors, primary screen, cell-based, luminescence, single point; LMP1-induced NF-kappaB luciferase reporter cells; inhibition, % at 12.5 µM; 350,000 tested, 0.69% active; AID 504558, 2011; in the data active = inhibition above about 41%;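 note: 0% = neutral control wells and 100% = reference inhibitor control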
TROY NFkB inh: inhibitors of TROY-driven NF-kB signaling, primary screen, Q293 LMP1-TROYcd cells, NF-kB luciferase, uHTS; Q293 LMP1-TROYcd NF-kB luciferase reporter, 4 h; inhibition, % at 10 µM; 360,000 tested, 0.98% active;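 active = compounds whose plate-normalised and pattern-corrected inhibition of the luciferase reporter signal at the single screening dose is 50% or more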
NR2F2 inh: NR2F2 transcriptional activity inhibitors, primary screen, cell-based, luciferase reporter, HEK293T, luminescence; HEK293T NGFI-A luciferase reporter; inhibition, % at 8.6 µM; 370,000 tested, 0.7% active; AID 686940, 2013;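 active = inhibition above a per-plate cutoff, mean inhibition of test wells between control levels plus 3 SD, cut at about 38% in these data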;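 note: cells cotransfected with COUP-TFII expression vector driving the NGFI-A reporter; 0% = median of COUP-TF2 test wells and 100% = reporter-only cells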
Target sequence (P24468 whole entry, looked up): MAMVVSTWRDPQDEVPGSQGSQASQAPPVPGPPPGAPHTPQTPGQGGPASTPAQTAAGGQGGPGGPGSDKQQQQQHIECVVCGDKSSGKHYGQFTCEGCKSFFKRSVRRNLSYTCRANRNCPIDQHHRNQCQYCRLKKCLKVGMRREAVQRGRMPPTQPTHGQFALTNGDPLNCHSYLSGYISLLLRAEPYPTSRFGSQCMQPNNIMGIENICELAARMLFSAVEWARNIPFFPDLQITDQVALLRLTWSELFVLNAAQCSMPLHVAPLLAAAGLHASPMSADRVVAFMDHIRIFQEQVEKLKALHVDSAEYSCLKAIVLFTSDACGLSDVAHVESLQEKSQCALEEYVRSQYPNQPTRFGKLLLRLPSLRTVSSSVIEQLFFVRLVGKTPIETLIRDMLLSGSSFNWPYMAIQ
SRC3 inh: SRC3 coactivator transcriptional activity inhibitors, primary screen, cell-based, luminescence. Nuclear receptor coactivator 3 (Homo sapiens), Q9Y6Q9. HEK293 GAL4-SRC3 luciferase reporter. inhibition, % at 3.6 µM. 360,000 tested, 0.17% active. AID 588352, 2011;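 active = inhibition above a per-campaign cutoff, the mean of all compounds plus 3 SD, cut at about 60% in these data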;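 note: 0% = DMSO-treated cells and 100% = gossypol-treated cells at 36 µM; higher means less SRC3-driven luciferase light from the GAL4 reporter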
NCOA1 inh: SRC1 coactivator transcriptional activity inhibitors, primary screen, cell-based, luminescence; 360,000 tested, 0.12% active; Nuclear receptor coactivator 1 (Homo sapiens), Q15788; inhibition, % at 3.6 µM; HEK293 GAL4-SRC1 luciferase reporter;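 active = inhibition above the campaign mean plus 3 SD, with each screening campaign given its own cutoff, cut at about 60% in these data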;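 note: 0% = DMSO treated cells and 100% = gossypol at 36 µM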
TWEAK-Fn14 inh: inhibitors of TWEAK-Fn14 signaling, primary screen, luciferase reporter cells, uHTS; TWEAK-stimulated Fn14 reporter cells, luciferase luminescence, 8 h; inhibition, % at 10 µM; 360,000 tested, 2% active; AID 1159606, 2016; in the data active = inhibition above about 50%
C8 TRAIL sens: viability loss with TRAIL in NB7+C8 cells, primary screen, TRAIL sensitizer project, cell-based, ATPlite luminescence; 360,000 tested, 1% active; inhibition (viability loss, TRAIL sensitization), % at 10 µM; AID 624354, 2012;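 active = compounds causing at least 50% loss of cell viability in the single-dose screen, relative to plate controls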
CF NFkB block: inhibitors of PAF-induced NF-kB signaling, primary screen, cell-based, GFP fluorescence, uHTS; KKLEB NF-kB-GFP reporter, GFP fluorescence overnight; inhibition, % at 5 µM; 360,000 tested, 0.86% active; AID 588850, 2011;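 active = at least 50% inhibition at 5 µM, scaled per plate between neutral and stimulator controls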;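 note: PAF is a Pseudomonas aeruginosa culture filtrate used as stimulus; plate controls were PAF-stimulated DMSO wells for no effect and unstimulated DMSO wells for full effect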
Active calls of the source: *.

Start of the data: the first 2 compounds (preview)
For CN1CCN(S(=O)(=O)c2ccc(Oc3ccc(F)cc3Br)nc2)CC1 the results were NCOA2 inhibitor -9, KKLEB tox 6, LRH-1 inv ag -5, LMP1 NFkB inh -3, TROY NFkB inh 0, NR2F2 inh 8, SRC3 inh 3, NCOA1 inh 4, TWEAK-Fn14 inh 7, C8 TRAIL sens 11 and CF NFkB block -8.
O=C(CSc1cn(CC(=O)N2CCOCC2)c2ccccc12)N1CCOCC1 was read as NCOA2 inhibitor -8, KKLEB tox -7, LRH-1 inv ag 1, LMP1 NFkB inh 5, TROY NFkB inh 3, NR2F2 inh 13, SRC3 inh -2, NCOA1 inh -11, TWEAK-Fn14 inh -1, C8 TRAIL sens -22 and CF NFkB block -8.

Main list, from the first entry:
For CN1CCN(S(=O)(=O)c2ccc(Oc3ccc(F)cc3Br)nc2)CC1 the results were NCOA2 inhibitor -9, KKLEB tox 6, LRH-1 inv ag -5, LMP1 NFkB inh -3, TROY NFkB inh 0, NR2F2 inh 8, SRC3 inh 3, NCOA1 inh 4, TWEAK-Fn14 inh 7, C8 TRAIL sens 11 and CF NFkB block -8.
O=C(CSc1cn(CC(=O)N2CCOCC2)c2ccccc12)N1CCOCC1 was read as NCOA2 inhibitor -8, KKLEB tox -7, LRH-1 inv ag 1, LMP1 NFkB inh 5, TROY NFkB inh 3, NR2F2 inh 13, SRC3 inh -2, NCOA1 inh -11, TWEAK-Fn14 inh -1, C8 TRAIL sens -22 and CF NFkB block -8.
O=C(Oc1ccc(-c2cnc3ccccc3n2)cc1)c1ccco1 was read as NCOA2 inhibitor -93, KKLEB tox 2, LRH-1 inv ag -64, LMP1 NFkB inh -16, TROY NFkB inh -70, NR2F2 inh -46, SRC3 inh -115, NCOA1 inh -104, TWEAK-Fn14 inh 25, C8 TRAIL sens 9 and CF NFkB block 10.
`Cc1cc(C)nc(N/N=C/c2cc(C)n(CC(F)(F)F)c2C)n1` gave NCOA2 inhibitor -9, KKLEB tox -1, LRH-1 inv ag -3, LMP1 NFkB inh 0, TROY NFkB inh -7, NR2F2 inh 9, SRC3 inh -5, NCOA1 inh 2, TWEAK-Fn14 inh -12, C8 TRAIL sens 4 and CF NFkB block 8.
`Cc1cc(N2CCCC2)ccc1/C=C1\NC(=S)N(C)C1=O` gave NCOA2 inhibitor -8, KKLEB tox 6, LRH-1 inv ag -35, LMP1 NFkB inh -22, TROY NFkB inh -46, NR2F2 inh -23, SRC3 inh -60, NCOA1 inh -104, TWEAK-Fn14 inh -9, C8 TRAIL sens 0 and CF NFkB block -116.
`N=c1c2c(-c3ccccc3)c(-c3ccccc3)n(Cc3ccco3)c2ncn1CCCN1CCOCC1` gave NCOA2 inhibitor -15, KKLEB tox 0, LRH-1 inv ag -4, LMP1 NFkB inh -12, TROY NFkB inh -8, NR2F2 inh 0, SRC3 inh 16, NCOA1 inh 10, TWEAK-Fn14 inh -2, C8 TRAIL sens 8 and CF NFkB block 22.
Cc1c(NC(=O)c2cnn3c2NC(c2ccco2)CC3C(F)(F)F)c(=O)n(-c2ccccc2)n1C (configuration not stated) was read as NCOA2 inhibitor -4, KKLEB tox 5, LRH-1 inv ag -17, LMP1 NFkB inh 0, TROY NFkB inh -2, NR2F2 inh -4, SRC3 inh 8, NCOA1 inh 3, TWEAK-Fn14 inh -8, C8 TRAIL sens 8 and CF NFkB block -9.
For O=[n+]1c2c(n([O-])c3c1CCCC3)CCCC2 the results were NCOA2 inhibitor 11, KKLEB tox 7, LRH-1 inv ag -30, LMP1 NFkB inh -1, TROY NFkB inh 5, NR2F2 inh 13, SRC3 inh 3, NCOA1 inh 0, TWEAK-Fn14 inh 19, C8 TRAIL sens 4 and CF NFkB block -20.
CCOC(=O)c1cnc2cc(-c3ccc(Cl)cc3)nn2c1N was read as NCOA2 inhibitor -54, KKLEB tox 11, LRH-1 inv ag -25, LMP1 NFkB inh -33, TROY NFkB inh -38, NR2F2 inh -15, SRC3 inh -43, NCOA1 inh -37, TWEAK-Fn14 inh -20, C8 TRAIL sens 5 and CF NFkB block -9.
`CC(C)(C)NC(=O)C1(C)CCC(=O)N1CC(F)(F)F` (configuration not stated) gave NCOA2 inhibitor 14, KKLEB tox -13, LRH-1 inv ag 10, TROY NFkB inh -2, NR2F2 inh -3, SRC3 inh -12, NCOA1 inh -11, TWEAK-Fn14 inh 11, C8 TRAIL sens -6 and CF NFkB block -12.
For O=C1CCC(=O)N1CNc1ccccn1 the results were NCOA2 inhibitor 20, KKLEB tox 8, LRH-1 inv ag 10, LMP1 NFkB inh -3, TROY NFkB inh 2, NR2F2 inh 13, SRC3 inh -13, NCOA1 inh -1, TWEAK-Fn14 inh -58, C8 TRAIL sens -2 and CF NFkB block -5.
`Oc1ccc(-c2csc(Nc3ccc4c(c3)OCO4)n2)c(O)c1` gave NCOA2 inhibitor -33, KKLEB tox 2, LRH-1 inv ag 13, LMP1 NFkB inh -80, TROY NFkB inh -22, NR2F2 inh -36, SRC3 inh 1, NCOA1 inh -42, TWEAK-Fn14 inh 15, C8 TRAIL sens -3 and CF NFkB block -41.
`NNC(=O)COc1ccc(-c2nccc(-c3ccc(F)cc3)n2)cc1` gave NCOA2 inhibitor 53*, KKLEB tox 4, LRH-1 inv ag 13, LMP1 NFkB inh 24, TROY NFkB inh 14, NR2F2 inh 15, SRC3 inh -3, NCOA1 inh -32, TWEAK-Fn14 inh 55*, C8 TRAIL sens -2 and CF NFkB block -21.
For O=C(COC(=O)C1CC(=O)N(c2ccc3c(c2)OCCO3)C1)NC1CCCc2ccccc21 (configuration not stated) the results were NCOA2 inhibitor -2, KKLEB tox -11, LRH-1 inv ag -8, LMP1 NFkB inh 3, TROY NFkB inh 41, NR2F2 inh -14, SRC3 inh 7, NCOA1 inh 11, TWEAK-Fn14 inh 56*, C8 TRAIL sens 7 and CF NFkB block 10.
Screening O=C(COC(=O)CN1C(=O)NC2(CCCC2)C1=O)Nc1ccccc1C(F)(F)F returned NCOA2 inhibitor -4, KKLEB tox -10, LRH-1 inv ag -7, LMP1 NFkB inh -2, TROY NFkB inh 2, NR2F2 inh 6, SRC3 inh 0, NCOA1 inh 9, TWEAK-Fn14 inh -4, C8 TRAIL sens -9 and CF NFkB block 6.
For CC(C)(C)c1ccc(OCCN2CCCC2)cc1 the results were NCOA2 inhibitor 5, KKLEB tox -1, LRH-1 inv ag -1, LMP1 NFkB inh 0, TROY NFkB inh -14, NR2F2 inh -7, SRC3 inh 15, NCOA1 inh 16, TWEAK-Fn14 inh 17, C8 TRAIL sens -1 and CF NFkB block -25.
Fc1ccccc1COc1ccccc1/C=N/Nc1nc(N2CCCC2)nc(N2CCCC2)n1 was read as NCOA2 inhibitor 19, KKLEB tox -21, LRH-1 inv ag 15, LMP1 NFkB inh -6, TROY NFkB inh -22, NR2F2 inh 2, SRC3 inh 11, NCOA1 inh -13, TWEAK-Fn14 inh -1, C8 TRAIL sens 14 and CF NFkB block 19.
`O=C(Cc1ccc(F)cc1)N1CCOCC1` gave NCOA2 inhibitor 15, KKLEB tox -2, LRH-1 inv ag 7, LMP1 NFkB inh -3, TROY NFkB inh -2, NR2F2 inh -6, SRC3 inh 8, NCOA1 inh 3, TWEAK-Fn14 inh -4, C8 TRAIL sens 0 and CF NFkB block 14.
Screening Cc1ccc(C(=O)NC2CCCC2)cc1S(=O)(=O)N1CCCCC1 returned NCOA2 inhibitor 0, KKLEB tox 11, LRH-1 inv ag 5, LMP1 NFkB inh -11, TROY NFkB inh -16, NR2F2 inh -2, SRC3 inh -1, NCOA1 inh 4, TWEAK-Fn14 inh -12, C8 TRAIL sens 21 and CF NFkB block -9.
Screening O=C(NC(=S)Nc1ccccc1[N+](=O)[O-])c1ccccc1 returned NCOA2 inhibitor -25, KKLEB tox -1, LRH-1 inv ag -42, LMP1 NFkB inh -13, TROY NFkB inh -25, NR2F2 inh -16, SRC3 inh -31, NCOA1 inh -21, TWEAK-Fn14 inh -13, C8 TRAIL sens 20 and CF NFkB block -9.
Screening CC(=O)c1c(C)oc2ccc(OCc3ccccc3)cc12 returned NCOA2 inhibitor -33, KKLEB tox 2, LRH-1 inv ag -51, LMP1 NFkB inh -11, TROY NFkB inh -41, NR2F2 inh 17, SRC3 inh -15, NCOA1 inh -54, TWEAK-Fn14 inh -20, C8 TRAIL sens -5 and CF NFkB block -2.
O=C(/C=C/c1ccco1)Nc1nc(-c2ccccn2)cs1 was read as NCOA2 inhibitor -12, KKLEB tox -5, LRH-1 inv ag -26, LMP1 NFkB inh -1, TROY NFkB inh -27, NR2F2 inh -32, SRC3 inh -32, NCOA1 inh -34, TWEAK-Fn14 inh 15, C8 TRAIL sens 1 and CF NFkB block -1.
Screening Cc1ccccc1-c1nc(NCC2CC2)nc2ccsc12 returned NCOA2 inhibitor -24, KKLEB tox -6, LRH-1 inv ag -3, TROY NFkB inh -11, NR2F2 inh 9, SRC3 inh -9, NCOA1 inh 7, TWEAK-Fn14 inh -11, C8 TRAIL sens 10 and CF NFkB block 18.
CC(=O)c1cccc(Nc2cc(C)nc3c(C)cc(C)cc23)c1 was read as NCOA2 inhibitor -2, KKLEB tox -30, LRH-1 inv ag 10, LMP1 NFkB inh -50, TROY NFkB inh -23, NR2F2 inh -17, SRC3 inh 22, NCOA1 inh 13, TWEAK-Fn14 inh 7, C8 TRAIL sens 14 and CF NFkB block -42.
Screening C=C1CC2(CC(c3ccccc3)OC(c3ccccc3)C2)OC1=O (configuration not stated) returned NCOA2 inhibitor 50, KKLEB tox -66*, LRH-1 inv ag 5, LMP1 NFkB inh -3, TROY NFkB inh 23, NR2F2 inh 46*, SRC3 inh -18, NCOA1 inh -6, TWEAK-Fn14 inh 87*, C8 TRAIL sens 64* and CF NFkB block 78*.
For CCCCc1cc(=O)oc2cc(OCC(=O)N(CC)CC)ccc12 the results were NCOA2 inhibitor -37, KKLEB tox 6, LRH-1 inv ag 17, LMP1 NFkB inh -2, TROY NFkB inh -1, NR2F2 inh -18, SRC3 inh -12, NCOA1 inh 2, TWEAK-Fn14 inh -18, C8 TRAIL sens 18 and CF NFkB block -4.
Screening O=c1cc(-c2ccccc2)[nH]n2cnnc12 returned NCOA2 inhibitor 0, KKLEB tox -1, LRH-1 inv ag 6, LMP1 NFkB inh -1, TROY NFkB inh -12, NR2F2 inh 5, SRC3 inh 8, NCOA1 inh -1, TWEAK-Fn14 inh 12, C8 TRAIL sens -5 and CF NFkB block 9.

Screening data as filed in PubChem.
